# Jurkat NFkB inh = lowers PMA/ionomycin-induced NF-kB signal in Jurkat cells; PMA/ionomycin-induced NF-kB luciferase reporter, luminescence; inhibition, % at 4 µM; hit rate 0.53% among 330,000; AID 435003; in the data active means inhibition above about 50%
# UBC13 polyUb = blocks human UBC13 polyubiquitin chain formation; P61088; TR-FRET; inhibition, % at 20 µM; hit rate 0.47% among 330,000; in the data active means inhibition above about 45%, passing the limit was not always enough
# Target sequence (P61088 whole entry, looked up): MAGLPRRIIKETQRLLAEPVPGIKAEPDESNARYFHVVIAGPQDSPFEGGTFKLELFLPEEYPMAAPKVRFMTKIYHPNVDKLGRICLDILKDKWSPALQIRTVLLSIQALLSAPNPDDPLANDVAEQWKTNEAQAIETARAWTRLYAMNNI
# CXCR6 inh = blocks human CXCR6 beta-arrestin recruitment; O00574; CHO-K1 PathHunter CXCR6 beta-arrestin, luminescence; inhibition, % at 20 µM; hit rate 0.36% among 360,000; in the data active means inhibition above about 34%, passing the limit was not always enough;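 further: antagonist mode with CXCL16 agonist at 10 nM final; 0% = 10 nM CXCL16 with DMSO and 100% = unstimulated wells without agonist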
# Target sequence (O00574 whole entry, looked up): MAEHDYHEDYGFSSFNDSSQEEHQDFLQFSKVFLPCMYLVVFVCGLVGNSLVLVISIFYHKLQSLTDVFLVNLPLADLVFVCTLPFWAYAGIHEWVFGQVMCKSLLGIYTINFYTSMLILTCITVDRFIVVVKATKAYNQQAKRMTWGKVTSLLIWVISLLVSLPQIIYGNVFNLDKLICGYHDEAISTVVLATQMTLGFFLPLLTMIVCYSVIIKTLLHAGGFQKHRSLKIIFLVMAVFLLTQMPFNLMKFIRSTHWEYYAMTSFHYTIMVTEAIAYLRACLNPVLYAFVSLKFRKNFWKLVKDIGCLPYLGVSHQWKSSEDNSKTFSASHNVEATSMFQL
# EBI2 block = EBI2 (human) antagonism | EBI2 beta-arrestin recruitment, luminescence, 7a,25-OHC stimulated | inhibition, % at 5 µM | hit rate 0.81% among 360,000; in the data active means inhibition above about 38%;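 further: enzyme fragment complementation signal reports receptor beta-arrestin coupling in cells; 0% = agonist plus DMSO wells and 100% = wells without agonist; some results beyond the cut were filed as inactive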
# 697 NFkB inh = inhibitors of the PMA/ionomycin-induced NF-kB reporter in 697 B cells; 697 B-cell NF-kB luciferase reporter, 16 h; inhibition, % at 4 µM; hit rate 0.33% among 330,000; in the data active means inhibition above about 35%
# APJ antag = blocks the human apelin receptor APJ. P35414. CHO-K1 APJ beta-arrestin complementation, luminescence. inhibition, % at 20 µM. hit rate 0.32% among 330,000. AID 2521;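 active means inhibition above about 40% at 20 µM, limit read from the data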;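 further: cells challenged with 10 nM apelin-13 agonist together with compound; plate controls were apelin-13 plus DMSO wells for no effect and DMSO wells lacking apelin-13 for full effect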
# Target sequence (P35414 whole entry, looked up): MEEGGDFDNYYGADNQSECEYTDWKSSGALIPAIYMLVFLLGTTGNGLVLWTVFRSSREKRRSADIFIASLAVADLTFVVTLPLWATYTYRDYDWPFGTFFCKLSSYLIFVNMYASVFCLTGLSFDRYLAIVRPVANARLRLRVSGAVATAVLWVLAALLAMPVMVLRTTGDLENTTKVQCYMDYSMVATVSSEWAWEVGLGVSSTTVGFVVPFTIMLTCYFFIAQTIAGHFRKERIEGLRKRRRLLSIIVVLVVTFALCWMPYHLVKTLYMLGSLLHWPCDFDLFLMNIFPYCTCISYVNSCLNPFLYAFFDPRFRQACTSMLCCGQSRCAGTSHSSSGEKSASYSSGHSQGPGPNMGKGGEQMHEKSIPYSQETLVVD
# Gli-Sufu block = Gli-Sufu pathway antagonism; inhibition, % at 5 µM; Sufu-KO-LIGHT fibroblasts, Gli luciferase reporter luminescence; hit rate 0.74% among 340,000; AID 588413;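 active means inhibition above about 55%, limit read from the data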;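 further: 0% = DMSO-treated cells and 100% = wells with medium but no cells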
# CCR6 antag = antagonists of human CCR6 receptor | P51684 | inhibition, % at 20 µM | hit rate 0.49% among 340,000 | CHO-K1 CCR6 PathHunter beta-arrestin, luminescence, CCL20-stimulated;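 active means compounds whose inhibition of the agonist-driven luminescence signal at 20 µM reaches about 50%, limit read from the data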;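 further: cells stimulated with CCL20 at 14 nM final; plate controls were DMSO with CCL20 for no effect and DMSO without agonist for full effect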
# An asterisk follows results filed as active; . = no result given. Rows were taken by chance, and some 3% of all compounds hit somewhere here.
SMILES,Jurkat NFkB inh,UBC13 polyUb,CXCR6 inh,EBI2 block,697 NFkB inh,APJ antag,Gli-Sufu block,CCR6 antag
O=C(Nc1ccccc1C(=O)NCCN1CCOCC1)c1ccco1,-18,-4,-3,-7,12,9,32,3
Cc1cccc(NC(=O)CC2(CC(=O)O)CCCC2)c1,-5,6,14,-6,-5,20,0,-28
O=C(O)CCC(=O)NCC(=O)c1ccc(F)cc1,6,0,-4,2,6,8,0,-9
O=C(/C=C/c1ccc2ccccc2n1)N1CCN(c2ccccc2)CC1,9,-20,8,2,11,-8,22,9
COc1cc(CNCc2c[nH]c3ccccc23)cc(OC)c1,19,6,-4,7,1,2,6,0
CCC(C)NC(=O)C(=O)NCc1ccccn1 (stereo not drawn),-16,0,8,-9,16,-22,1,-1
S=C(c1nc2ccccc2[nH]1)N1CCOCC1,2,-2,-1,4,10,4,-1,10
O=C1N=C(N2CCN(c3cccc4ccccc34)CC2)S/C1=C/c1cccs1,-4,-21,0,3,-16,-21,10,-2
Cc1sc2ncnc(SCC(=O)NCC(C)C)c2c1C,-1,-13,-1,-1,-27,7,1,2
CCOC(=O)Nc1ccc(Cc2ccncc2)cc1,2,-16,-10,-17,-17,-20,-8,-10
COc1cc2c(cc1O)C(Cc1ccc(O)cc1)NCC2 (stereo not drawn),-15,-2,-1,-13,11,-65,-8,18
Cc1cccc(NC(=O)c2cc3cc([N+](=O)[O-])ccc3s2)n1,-17,-15,2,7,7,6,-16,15
Cc1noc(C(=O)NCc2cccnc2)c1Cl,-4,-3,3,-5,-12,22,3,-3
Clc1ccc(-n2ncc3c(NCc4ccco4)ncnc32)cc1,-8,-3,-7,5,-152,-28,-89,8
CC(C)(O)C#Cc1ncc(C(F)(F)F)cc1Cl,-5,-16,-2,14,-11,16,3,-6
COc1ccc(S(=O)(=O)N2CCC3(CC2)OCCN3S(=O)(=O)c2ccc(OC)cc2)cc1,7,-3,-8,-1,1,-16,6,15
N#Cc1ccccc1S(=O)(=O)N1CCN(C(=O)c2cccc(S(=O)(=O)N3CCCC3)c2)CC1,.,.,-11,4,.,.,0,8
COc1ccc(-c2cc(C3CCN(C(=O)OC(C)(C)C)CC3)[nH]n2)cc1,-7,10,-2,12,-15,15,-24,-4
O=C(Cn1nc(-c2ccccc2)ccc1=O)Nc1ccc(N2CCN(C(=O)c3cccs3)CC2)cc1,1,-6,-1,14,6,4,6,1
CC1S/C(=N/N=C/c2ccco2)NC1=O (stereo not drawn),7,-6,-4,-8,8,14,-7,-5
COCC(=O)N(C)[C@H]1C[C@H]2c3cc(N4CCN(C)CC4)ccc3CCN2C(=O)[C@H]1[C@H](C)O,.,.,-1,-9,.,.,2,1
CCOc1cc2[nH]c(=S)n(CCOC)c(=O)c2cc1OCC,3,10,4,1,6,11,-14,-1
CCCS(=O)(=O)c1cn2cccc(N)c2c1S(=O)(=O)CCC,-2,-13,11,-2,-2,-1,-8,17
COCCN1C(=O)N[C@@H](CCc2ccccc2)[C@H](C(=O)OC)[C@H]1C,12,2,0,-22,12,-80,-7,1
Cc1cccc2sc(NNC(=O)c3ccc(S(=O)(=O)N4CC(C)CC(C)C4)cc3)nc12 (stereo not drawn),-3,-13,7,-8,10,-5,0,3
COc1ccc(-c2noc(CSc3ccc(C)cc3)n2)cc1,-6,-3,9,4,12,22,-10,23
COc1ccc(C)cc1Nc1n[n+](-c2ccccc2)c(-c2c(OC)ccc3ccccc23)s1,16,39,-10,2,-9,-8,33,9
COc1cccc(/C=C/C(=O)NNC(=O)c2cc(C)oc2C)c1,-4,-2,7,3,-19,-45,-5,-3
COc1ccc(/C=C/C(=O)NC(C)C)cc1Br,-3,5,6,-1,9,-5,-1,1
Cc1cc(C)n2nc(SCc3nnc(-c4ccc(F)cc4)o3)nc2n1,-5,13,.,.,0,-2,.,.
O=C(COc1cccc(Br)c1)N/N=C1\CCCc2ccccc21,-3,-2,0,0,-8,-3,3,0
O=C1N(Nc2ccccc2)C(c2ccc(Br)cc2)C12CCCCC2 (stereo not drawn),2,-8,11,-1,2,-8,5,1
Cc1c(-c2ccccc2)c(=O)oc2ccc(O)cc12,16,-1,-2,35,3,17,-20,14
O=S(=O)(NC1CCCCC1Oc1ccccc1)c1ccccc1 (stereo not drawn),1,-8,7,-3,5,1,7,12
COc1ccc2cc(C(=O)C3CCCN(C(=O)c4cccnc4)C3)ccc2c1 (stereo not drawn),12,23,4,-7,-3,7,-4,2
CSc1nc(-c2cccs2)c(C#N)c(=O)[nH]1,6,17,-1,0,3,4,7,-2
Cc1c(NC(=O)COC(=O)c2c3c(nc4ccccc24)CCCC3)c(=O)n(-c2ccccc2)n1C,12,3,-3,0,22,-2,-4,0
O=C(NCc1ccccc1Cl)C(=O)NCC1OCCCN1S(=O)(=O)c1cccs1 (stereo not drawn),-7,-3,2,2,-3,-45,-2,14
Cc1ccc2cc(CN(CC3CCCO3)C(=O)c3cccs3)c(=O)[nH]c2c1 (stereo not drawn),-1,3,4,2,-5,1,-1,10
Cn1cnnc1SCC(=O)Nc1nc(-c2ccc(F)cc2)cs1,9,5,2,-14,-1,-10,23,-7
COc1ccc(S(=O)(=O)NCc2cccnc2)cc1NC(=O)c1ccccc1,7,1,-2,5,9,9,-20,2
Cc1cc(NCCCn2ccnc2)n2nc(C)c(-c3ccccc3)c2n1,-28,11,-3,3,-11,9,-53,2
O=C(CN(c1ccccc1)S(=O)(=O)c1ccccc1)N1CCN(Cc2ccc3c(c2)OCO3)CC1,10,3,-1,3,-5,18,3,9
Cc1cccc(C(=O)NCCC(=O)NCc2ccccc2Cl)c1,4,8,0,3,16,13,2,10
CC(=O)Oc1ccc(-c2csc(Nc3cccc(C)n3)n2)cc1,-151,5,-8,-11,-135,4,-70,-7
O=C(c1cc(Sc2ccc(Cl)cc2)nc2ccccc12)N1CCN(c2ccccn2)CC1,-15,-1,0,-2,8,2,17,7
NC(=O)COC(=O)c1cc(Cl)cc(Cl)c1N,13,14,7,2,12,5,-2,-3
CCOc1ccc(NC(=O)COC(=O)Cn2cnc3ccccc32)cc1,0,4,3,3,20,7,3,9
CN(Cc1nc(-c2ccncc2)no1)S(=O)(=O)c1ccccc1,-9,-4,3,-6,-28,-5,4,9
CC(C)(C)C(=O)Nc1ccc(NC(=O)C(C)(C)C)cc1,-5,5,-3,-6,-1,-5,-1,3
# The results go on:
SMILES,Jurkat NFkB inh,UBC13 polyUb,CXCR6 inh,EBI2 block,697 NFkB inh,APJ antag,Gli-Sufu block,CCR6 antag
CCCc1nc(SCC(=O)Nc2ccccc2)c2c(=O)n(C)c(=O)n(C)c2n1,1,5,-2,-6,-20,8,3,7
COc1ccc(/C=N/NC(N)=S)cc1OC(=O)c1ccccc1,5,-2,5,-1,14,-4,-3,-14
CC(C)(C)NC(=O)C(=O)NNC(=O)c1cccc(F)c1,-6,10,-1,-5,-25,5,84*,6
Cc1cc(Oc2ccc(Cl)cc2)nc(-c2ccccn2)n1,6,-4,4,-6,10,10,3,15
CC(C)CN(CC(C)C)S(=O)(=O)N1CCC(C(=O)NCCc2ccc(Cl)cc2)CC1,6,-4,11,42,-4,9,11,-26
CCOC(=O)c1sc2nc(C)nc(Nc3ccc(OC)c(OC)c3)c2c1C,-4,1,-3,12,-11,2,13,7
CC1Oc2cc3oc4c(O)c5c(cc4c(=O)c3c(O)c2C1(C)C)C=CC(C)(C)O5 (stereo not drawn),-105,-3,.,.,-128,2,-50,1
CCN(Cc1ccccc1)C(=O)c1ccc2c(=O)n3c(nc2c1)CCC3,-9,-1,-2,-10,-3,8,-3,2
O=C(Cn1cc(S(=O)(=O)N2CCCC2)c(S(=O)(=O)N2CCCC2)c1)NCc1ccco1,2,-7,1,-9,2,-35,-3,-1
O=C(CCC(=O)N1CCN(c2ccc(F)cc2)CC1)c1ccc(F)cc1,7,15,.,.,6,-6,1,3

# Reprinted from the part before: 5 entries, then new ones.
SMILES,Jurkat NFkB inh,UBC13 polyUb,CXCR6 inh,EBI2 block,697 NFkB inh,APJ antag,Gli-Sufu block,CCR6 antag
CCOC(=O)c1sc2nc(C)nc(Nc3ccc(OC)c(OC)c3)c2c1C,-4,1,-3,12,-11,2,13,7
CC1Oc2cc3oc4c(O)c5c(cc4c(=O)c3c(O)c2C1(C)C)C=CC(C)(C)O5 (stereo not drawn),-105,-3,.,.,-128,2,-50,1
CCN(Cc1ccccc1)C(=O)c1ccc2c(=O)n3c(nc2c1)CCC3,-9,-1,-2,-10,-3,8,-3,2
O=C(Cn1cc(S(=O)(=O)N2CCCC2)c(S(=O)(=O)N2CCCC2)c1)NCc1ccco1,2,-7,1,-9,2,-35,-3,-1
O=C(CCC(=O)N1CCN(c2ccc(F)cc2)CC1)c1ccc(F)cc1,7,15,.,.,6,-6,1,3
CCCCc1nnc(NC(=O)c2oc3ccc(OC)cc3c2C)s1,-3,-2,4,7,-31,4,-38,8
C/C(=N\NC(=O)c1cccc(S(=O)(=O)N2CCCC2)c1)c1cccs1,-16,4,7,-14,8,-2,-18,1
CCCC(=O)c1ccc(N2CCN(S(=O)(=O)c3ccc(C)cc3)CC2)c(F)c1,11,3,16,15,-29,1,6,11
Cc1cc(=O)oc2cc(OC(C)C(=O)NCCCn3ccnc3)ccc12 (stereo not drawn),15,5,-2,-6,-2,5,-21,3
COc1ccccc1C(=O)c1ccccc1C(=O)c1ccccc1,.,.,14,-6,.,.,-28,14
CCN(C(=O)COc1cc(OC)ccc1C(C)=O)C1CCS(=O)(=O)C1 (stereo not drawn),3,2,1,1,-3,7,-5,13
COc1ccc(-c2csc(NC(=S)NC(=O)c3ccccc3)n2)cc1Br,-12,-10,8,7,9,23,9,12
Cc1ccc(-c2nc(=S)c3c(n2Cc2ccco2)CCCC3)cc1,.,.,10,5,.,.,9,27
Cn1cnc([N+](=O)[O-])c1Sc1ncccc1N,-9,-6,4,-8,-10,1,-1,13
COC(=O)c1ccc2c(=O)n3c(nc2c1)SCC(c1ccccc1)=N3,-22,-10,2,4,-8,-8,-28,14
CC(=O)c1c(C)[nH]c(C(=O)CN2CCN(S(=O)(=O)c3ccccc3F)CC2)c1C,16,11,-2,-7,9,1,21,-3
CCCCCN(C(=O)CCC(=O)OCC(=O)N(C)C1CCCCC1)c1c(N)n(CCCC)c(=O)[nH]c1=O,-3,5,0,0,20,1,-4,5
Cc1ccc(NC(=O)CSCC(=O)NC2=NCCS2)cc1,-2,3,1,-3,-4,2,7,-7
O=S(=O)(c1ccccc1)N1CCN(C(=S)NCCCN2CCOCC2)CC1,-2,-4,-2,-4,7,0,5,10
CCN1C(=O)N(C(C)=O)C2C1N(C(C)=O)C(=O)N2C(C)=O (stereo not drawn),10,1,-11,9,14,-16,-2,3
CCCN(C(=O)CSc1ncnc2sccc12)c1c(N)n(Cc2ccccc2)c(=O)[nH]c1=O,0,-4,-1,-5,14,9,-6,3
Cc1ccc(CNC(=O)CN2CCC(C(N)=O)CC2)cc1,1,-7,-1,8,6,-11,-1,-3
O=C(NCc1ccccc1OC(F)(F)F)C1CCC(=O)N(Cc2cccc(F)c2)C1 (stereo not drawn),-18,-4,2,-1,-31,-14,-2,11
CCCCOC(=O)C1[C@H]2C(=O)N(c3ccccc3CC)C[C@]23C=C[C@H]1O3 (stereo partly drawn),11,2,-2,4,3,21,7,-9
COc1ccc(NC(=O)Nc2ccc3c(c2)C(=O)N([C@H](C)CO)C[C@H](C)[C@@H](CN(C)S(=O)(=O)c2ccc(OC)cc2)O3)cc1,-1,-12,-7,-9,22,3,26,16
COc1ccc(C(C(=O)NC2CCCC2)N(C(=O)c2snc(-c3ccc(F)cc3)c2N)c2ccccc2)cc1 (stereo not drawn),15,6,-2,-3,6,-2,-6,-7
O=S(=O)(Nc1c(O)ccc2ccccc12)c1ccccc1,-40,-2,-14,-13,-23,-14,2,-2
O=C(O)CCC(=O)Nc1ccccc1C(=O)Nc1ccccc1,11,2,6,-3,3,-9,20,7
COCCCNC(=O)C1C2C=CC3(CN(Cc4ccc(C)cc4)C(=O)C13)O2 (stereo not drawn),7,-3,-1,-9,8,18,-4,-6
CCOC(=O)c1c(C)[nH]c(C(=O)COC(=O)CNC(=O)C2CCCCC2)c1C,-4,-5,-2,-4,20,10,-4,-13

# Screening data deposited in PubChem BioAssay by Sanford-Burnham Center for Chemical Genomics.
